Screens from PubChem.
All columns: NCI-60 one-dose screen, growth in % after 48 h at 10 µM unless noted; 100 = growth as untreated, 0 = no growth, -100 = all killed.
HS 578T: HS 578T breast cancer; hit rate 4.1% among 78,000
MDA-MB-231: MDA-MB-231 breast cancer; hit rate 5% among 81,000
MCF7: MCF7 breast cancer; hit rate 6.3% among 82,000
T-47D: T-47D breast cancer. hit rate 5% among 79,000. AID 1794792
K-562: K-562 leukemia. hit rate 7.4% among 78,000. AID 1794777
LOX IMVI: LOX IMVI melanoma; hit rate 7.4% among 79,000
BT-549: BT-549 breast cancer; hit rate 4.4% among 78,000
MDA-MB-468: MDA-MB-468 breast cancer | hit rate 8.5% among 78,000
Numbers without * were called inactive; . = not tested or not shown; & = joins results of further samples. How the source made its calls: active means growth percent below 10; inactive means the rest.

SMILES	HS 578T	MDA-MB-231	MCF7	T-47D	K-562	LOX IMVI	BT-549	MDA-MB-468
CC(=O)C(C)C(C)=O	130	107	94	108	104	108	111	103
O=c1oc2ccc(I)cc2c(=O)n1-c1ccc(F)cc1F	20	33	5.9*	-14*	7.3*	11	.	-8.8*
COc1cc(/C=C2\SC(=S)N(NC(=O)Cc3ccccc3Nc3c(Cl)cccc3Cl)C2=O)cc(OC)c1	103	104	98	95	105	96	101	106
NC(=N\N=C/c1ccc(O)cc1O)/C(N)=N\N=C/c1ccc(O)cc1O	.	94	105	87	99	91	93	98
COc1ccc(Nc2nc3cccnc3nc2C)cc1OC	97	89	60	59	103	97	90	76
Cc1ccc(CSc2nc(-c3ccc(Cl)cc3)c(C#N)c(=O)[nH]2)cc1	98	104	85	99	97	110	117	98
COc1cc(-c2n[nH]nc2-c2ccc3c(c2)OCCO3)cc(OC)c1OC	13	33	9.0*	41	9.0*	15	12	.
COc1ccc(C(=O)Nc2ccc(Cl)cc2)cc1	104	99	87	.	95	102	.	89
CC(=O)NC1[C@H](OCCCNC(=O)C(F)(F)F)O[C@H](COC(C)=O)C(OC(C)=O)[C@@H]1OC(C)=O (stereo partly drawn)	100	109	100	101	100	99	100	104
NNC(=O)c1nc2ccccc2[nH]1	109	103	104	90	87	95	95	126
C[N+](C)(C)CCNC(=O)c1ccc(OCc2ccccc2F)cc1	99	98	96	111	104	100	107	105
CCOC(=O)/C=c1\sc2n(c1=O)C1C(NN=2)N(CC)C(=O)N1CC (stereo not drawn)	61	67	11	84	24	54	58	48
Cc1ccc(-c2nn(C)c(=O)c3noc(-c4ccc(C)cc4)c23)cc1	28	58	30	24	17	44	31	20
NC(N)=NNS(=O)(=O)c1ccc(Nc2ncnc3ccc(NC(=O)c4cccs4)cc23)cc1	93	94	87	112	102	99	94	88
Cc1nc2ncnc3ncn1c32	99	88	72	68	36	40	87	33
Nc1ccccc1C(=O)N[C@H]1CC(=O)c2ccccc2NC1=O	99	90	94	97	99	99	99	97
O=C(O)COc1c(Cl)cc([N+](=O)[O-])cc1Cl	105	117	95	108	92	100	90	99
NNc1ncccn1	92	100	101	.	102	97	.	102
C/C(=C(\c1ccc(OCCCN(C)C)cc1)c1ccc(OC(=O)C2CCCCC2)cc1)c1ccc(Cl)cc1	88	103	39	70	39	96	84	97
O=C(/C=C/C=C/c1csc(Br)n1)NO	98	106	84	103	73	-32*	98	100
N[C@@H](Cc1ccccc1)[C@@H](O)C(=O)NCCN1CCOCC1	109	99	93	102	107	105	115	101
COC(=O)c1nc(-c2ccc(C)cc2)oc1Sc1ccc(C)cc1	108	96	94	73	82	93	101	121
C=CC[Si](c1ccccc1)(c1ccccc1)c1ccccc1	109	111	104	77	100	93	111	100
Cc1ccc(N2C(=O)NC(c3ccccc3)=CC2c2ccc(N(C)C)cc2)cc1 (stereo not drawn)	101	105	59	96	51	85	92	96
COC(=O)[C@]1(C)N[C@H](c2cn(-c3ccccc3)nc2C)[C@@H]2C(=O)N(c3ccc(C)cc3)C(=O)[C@@H]21	117	122	98	108	.	96	93	108
SMILES	HS 578T	MDA-MB-231	MCF7	T-47D	K-562	LOX IMVI	BT-549	MDA-MB-468
Clc1ccc(Cl)c(N=Cc2ccc3c(c2)OCO3)c1	109	124	108	101	103	95	96	113
CCOC(=O)C(=O)Nc1ccc2c(ccn2C(=O)c2cccc(F)c2)c1	94	107	90	99	101	96	89	90
CC1(C)NC(=S)c2ccccc2NC1=S	100	99	109	106	96	100	101	102
O=C1CCC(N2Cc3cc(NC(=O)COc4ccccc4)ccc3C2=O)C(=O)N1 (stereo not drawn)	36	25	70	49	94	108	4.4*	-25*
C=C(C)Cc1c(C)c(Cl)cc(Cl)c1O	116	100	88	96	100	95	110	100
O=C1c2ccccc2C(=O)c2sc(Nc3cccc(Cl)c3)nc21	-8.1*	-8.6*	-59*	16	6.9*	-69*	61	13
Brc1c(-c2ccncc2)nc2n1CCS2	117	101	110	100	111	89	105	.
N#CC1=C(Nc2ccccc2F)NC(c2cccc([N+](=O)[O-])c2)c2sc3c(F)cccc3c21 (stereo not drawn)	.	83	95	103	97	97	99	107
Nc1nc(N)c2c(n1)NC(c1sc(Cl)nc1Cl)CC(c1ccc(Cl)cc1)=N2 (stereo not drawn)	74	66	76	69	68	77	80	55
CC(C)[C@H]1NC(=O)[C@@H](CCCCn2cnnn2)NC(=O)[C@H](Cc2c[nH]c3ccccc23)NC(=O)[C@@H](Cc2ccc(O)cc2)NC(=O)[C@H](NC(=O)[C@@H](N)Cc2ccccc2)CSSC[C@H](C(=O)N[C@@H](Cc2c[nH]c3ccccc23)C(N)=O)NC1=O	90	84	97	95	95	89	108	95
N/C(=N\N=C\c1ccc(Br)cc1)c1c(N)nc(=S)[nH]c1-c1ccc(Cl)cc1Cl	118	98	91	110	92	109	98	113
CCCCOC(c1ccccc1)N1CCCCC1 (stereo not drawn)	104	104	92	98	102	93	101	104
COc1nccc2cc3c(=O)n4c(cc5cc(Cl)ncc54)c(=O)n3c12	107	97	95	94	93	98	125	105
CCCC(=O)OCc1ccccc1	96	99	96	100	106	97	.	117
O=C(NNC(=S)Nc1cccnc1)c1cc2ccc1CCc1ccc(cc1)CC2	98	79	73	73	59	64	91	84
O=C1Nc2ccccc2C(c2c[nH]c3ccccc23)N1Cc1ccccc1 (stereo not drawn)	107	58	96	79	77	89	100	93
CC(C)C(C#N)c1ccccc1 (stereo not drawn)	100	110	95	111	.	104	100	.
O=C(/C=C/Nc1ccccc1)c1cc2cc(Br)ccc2oc1=O	93	92	92	96	106	99	92	92
Clc1ccc(C=NCCCN=Cc2ccc(Cl)cc2)cc1	118	111	99	103	.	93	95	110
COc1c(B(O)O)cccc1-c1nc2c(F)cc3n[nH]c(C)c3c2c2c1CCCC2	9.5*	26	15	.	18	12	21	-7.3*
CCOC(=O)Oc1c(OC)cc(C(=O)c2ccc(OC)c(O)c2OC)cc1OC	15	31	19	44	11	50	40	20
C#CCOC(=O)[C@@H]1CCCN1C(=O)OC(C)(C)C	104	107	91	98	104	98	110	90
CC(O)C(C)(C)S(=O)(=O)CCCc1ccccc1 (stereo not drawn)	96	107	101	94	106	98	112	96
Cc1ccc(N(C(=O)C2CC2c2ccc(F)c(F)c2)C(C(=O)NCCN2CCOCC2)c2ccc(Cl)cc2)cc1 (stereo not drawn)	89	77	73	68	80	91	88	53
Cc1c(Cl)c(=O)n2c(-c3ccc(Cl)cc3)csc2c1C#N	101	89	100	106	.	98	102	101

5 compounds already listed, arranged by number of heavy atoms, highest first.
SMILES	HS 578T	MDA-MB-231	MCF7	T-47D	K-562	LOX IMVI	BT-549	MDA-MB-468
Clc1ccc(C=NCCCN=Cc2ccc(Cl)cc2)cc1	118	111	99	103	.	93	95	110
CC(O)C(C)(C)S(=O)(=O)CCCc1ccccc1 (stereo not drawn)	96	107	101	94	106	98	112	96
Brc1c(-c2ccncc2)nc2n1CCS2	117	101	110	100	111	89	105	.
C=C(C)Cc1c(C)c(Cl)cc(Cl)c1O	116	100	88	96	100	95	110	100
CC(C)C(C#N)c1ccccc1 (stereo not drawn)	100	110	95	111	.	104	100	.

Returning to the listing, repeating the five entries before the break.
SMILES	HS 578T	MDA-MB-231	MCF7	T-47D	K-562	LOX IMVI	BT-549	MDA-MB-468
CCOC(=O)Oc1c(OC)cc(C(=O)c2ccc(OC)c(O)c2OC)cc1OC	15	31	19	44	11	50	40	20
C#CCOC(=O)[C@@H]1CCCN1C(=O)OC(C)(C)C	104	107	91	98	104	98	110	90
CC(O)C(C)(C)S(=O)(=O)CCCc1ccccc1 (stereo not drawn)	96	107	101	94	106	98	112	96
Cc1ccc(N(C(=O)C2CC2c2ccc(F)c(F)c2)C(C(=O)NCCN2CCOCC2)c2ccc(Cl)cc2)cc1 (stereo not drawn)	89	77	73	68	80	91	88	53
Cc1c(Cl)c(=O)n2c(-c3ccc(Cl)cc3)csc2c1C#N	101	89	100	106	.	98	102	101
CCOc1ccc(N2C(=O)CSC2=S)cc1	109	122	100	97	105	97	104	105
O=c1ccsc2ccccc12	97	94	104	105	121	96	101	120
Cc1c(C(=O)N=Nc2c(O)[nH]c3ccc(F)cc23)oc2ccccc12	94	85	81	90	99	99	97	93
COc1cccc(-c2cc(-c3cccc(NS(C)(=O)=O)c3)nc(N)c2C#N)c1O	53	54	19	52	17	47	58	2.9*
N=c1c2c(-c3ccccc3)c(-c3ccccc3)n(Cc3ccccc3)c2ncn1CCCO	46	39	2.8*	66	-0.6*	13	89	-0.4*
C=CCc1cccc(C)c1O	.	.	106	106	103	102	95	108
ClCC1CSC(c2ccccc2)O1 (stereo not drawn)	115	124	94	92	101	96	99	91
CCCCn1cnc2c(SCC(=O)O)nc(N)nc21	104	106	96	102	101	100	102	99
C[C@@]12CC[C@H]3[C@H](CNCCc4ccccc4F)C(=O)O[C@@H]3C13C=CC(=O)[C@]32C (stereo partly drawn)	126	99	79	99	72	103	110	66
O=C1C=C(NS(=O)(=O)c2ccccc2)C(=O)c2ccccc21	55	86	78	89	96	49	76	109
COc1ccc(C2c3ccc4ccccc4c3Oc3nc(C)[nH]c(=O)c32)cc1 (stereo not drawn)	96	94	96	92	91	89	109	111
Cc1ccc(S(=O)(=O)Nc2ccc([N+](=O)[O-])cc2)cc1	.	87	95	91	.	98	120	95
COc1cc(OC)c2oc(=O)cc(-c3nc4cc(Cl)c(F)cc4s3)c2c1	91	82	69	59	63	84	71	38
C/C(=N\NC(=O)c1nc(N)n(-c2ccc(S(N)(=O)=O)cc2)n1)c1ccccc1	88	93	90	97	101	95	94	107
O=C1c2ccccc2C(=O)c2c(NCCN=Cc3c(O)ccc4ccccc34)cccc21	83	84	73	75	78	67	106	85
O=C(c1sc(-c2ccc(F)cc2)cc1O)N1CCOCC1	105	117	91	83	78	113	102	117
COc1ccc(C2CC(c3cnccn3)=NN2)cc1OC (stereo not drawn)	97	106	93	99	61	104	83	105
CCn1cc(-c2ccnc(NCCCNS(=O)(=O)c3ccc(Br)cc3)c2)c(-c2cccc(OC)c2)n1	72	86	.	12	10	86	89	74
COc1ccc(/C(C#N)=C/c2ccccn2)cc1	309&104	127&107	102&104	115&89	86&101	115&100	103	82&89
NNC(=O)Cc1ccc2ccccc2c1	87	104	93	92	93	82	89	105
Nc1nc2c(ncn2COC(CO)CO)c(=O)[nH]1	110	114	97	104	.	102	100	123
Cn1c(=O)c2[nH]c(CCCc3nc4c([nH]3)c(=O)n(C)c(=O)n4C)nc2n(C)c1=O	116	113	93	96	105	105	121	103
O=C(N/N=C/c1ccc(O)cc1O)c1cccc(Nc2ccnc(C(F)(F)F)c2)c1	45	41	21	29	22	14	42	43
N#CC(c1ccccc1)C(CC(=O)c1ccccc1)c1ccccc1 (stereo not drawn)	91	100	94	96	65	92	90	117
CNC(=O)c1cc(N2CCc3c2ccc(NC(=O)c2ccc(N4CCOCC4)c(C(F)(F)F)c2)c3F)ccn1	104	99	87	89	.	112	109	96
C=C(C)[C@@H]1CC[C@]2(C(=O)NCCNCCN)CC[C@]3(C)[C@H](CC[C@@H]4[C@@]5(C)CCC(=O)C(C)(C)[C@@H]5CC[C@]43C)[C@@H]12	104	99	98	104	86	.	96	109
